Screening data as filed in PubChem BioAssay.
NadD block – inhibitors of S. aureus NadD, primary screen, biochemical, colorimetric, uHTS; 0.78% of 360,000 active; purified NadD enzyme, colorimetric absorbance read-out; Nicotinate-nucleotide adenylyltransferase NadD (Staphylococcus aureus N315); inhibition, % at 20 µM; in the data active = inhibition above about 26%; also: some compounds past the cut are filed as inactive
DNMT1 inh – human DNMT1 methyltransferase inhibitors, primary screen, biochemical, molecular beacon, fluorescence, HinP1I cleavage, uHTS; inhibition (reported as % activation of signal), % at 10 µM; 0.83% of 360,000 active; in the data active = inhibition above about 50%
SKN-1 block – suppressors of acrylamide-induced Pgst-4::GFP reporter in worms, primary screen, SKN-1 inhibitor project, whole organism, uHTS, GFP/RFP fluorescence ratio, strain VP596; C. elegans VP596 Pgst-4::GFP/RFP ratio, 24 h; inhibition, % at 21.8 µM; 0.49% of 360,000 active;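 active = interference check ratio from 0.5 to 1.5 plus GFP to RFP signal ratio inhibition reaching or exceeding a fixed threshold, cut at about 30% in these data, passing the limit was not always enough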; also: some compounds called inactive have numbers as strong as hits
STEP inh – STEP phosphatase inhibitors, primary screen, biochemical, fluorescence intensity, uHTS. recombinant STEP, OMFP fluorogenic substrate. inhibition, % at 20 µM. 0.25% of 360,000 active. AID 588621, 2011;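 active = inhibition at 20 µM, scaled per plate between control wells, above about 37%, limit read from the data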;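 also: 0% = DMSO with enzyme and substrate and 100% = substrate only without enzyme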
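Measure: Control-normalized % inhibition with plate pattern correction | Test system: STEP phosphatase, cell-free reaction | Medium: pH 6.0 Bis-Tris with DTT and Tween 20 | Technique: Fluorescence, 480/540 nm | Times: Reaction 20 min, ambient temperature | Doses: Single compound dose of 20 µM, 1% DMSO final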
TbMetRS inhib – T. brucei MetRS inhibitors, primary screen, biochemical, luminescence; methionyl-tRNA synthetase (Trypanosoma brucei brucei); purified T. brucei MetRS, ATP depletion, Kinase-Glo luminescence; inhibition, % at 11.9 µM; 0.4% of 360,000 active;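 active = inhibition above a per-plate cutoff of the control wells' mean inhibition plus 3 SD, cut at about 5.5% in these data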;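 also: 0% = DMSO wells median and 100% = median of wells with control inhibitor compound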
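assay system = parasite MetRS enzyme | timing = 15 min preincubation, 2 h reaction, all 25 °C | evaluation = percent inhibition relative to median high and low control wells | medium = HEPES buffer containing pyrophosphatase, BSA, spermine, DTT | compound = single dose, 11.9 µM final nominal, 0.9% final DMSO | detection = Kinase-Glo luminescence, ATP depletion format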
CendR NRP1 mod – modulators of CendR peptide binding to NRP-1, primary screen, biochemical, fluorescence polarization, uHTS | Neuropilin-1 (Homo sapiens), O14786 | FAM-RPARPAR peptide binding to NRP-1 | inhibition, % at 25 µM | 0.85% of 360,000 active;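 active = inhibition or corrected inhibition above about 18%, plus a signal ratio from 0.5 to 1.5, limit read from the data, passing the limit was not always enough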; also: strong numbers were not always called active
LMPTP block – LMPTP phosphatase inhibitors, primary screen, biochemical, fluorescence intensity, uHTS; Low molecular weight phosphotyrosine protein phosphatase (Homo sapiens), P24666; recombinant LMPTP-A, OMFP fluorogenic substrate; inhibition, % at 20 µM; 0.22% of 360,000 active; AID 651560, 2012;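 active = compounds that cut the enzyme signal by at least half of the control window in the single-dose screen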;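 also: plate controls were DMSO wells with enzyme plus substrate for no effect and substrate without enzyme for full effect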
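Assay system: LMPTP-A, protein tyrosine phosphatase of low molecular weight / Medium: pH 6.0 Bis-Tris buffer with DTT and Triton X-100 / Schedule: 50 min enzyme reaction at room temperature, protected from light / Measured by: endpoint fluorescence intensity from OMFP dephosphorylation / Read-out basis: % inhibition relative to no-enzyme and uninhibited control wells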
SUMO1 PPI mod – modulators of SUMO1 protein-protein interactions, primary screen, biochemical, uHTS; Small ubiquitin-related modifier 1 (Homo sapiens), P63165; SUMO1 binding to a labelled peptide, TR-FRET, 1 h; inhibition, % at 20 µM; 0.33% of 360,000 active; in the data active = inhibition above about 37%
Target sequence (P63165 whole entry, looked up): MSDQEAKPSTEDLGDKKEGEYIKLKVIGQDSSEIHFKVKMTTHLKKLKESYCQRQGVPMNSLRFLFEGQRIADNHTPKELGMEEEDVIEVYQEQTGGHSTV
Scp-1 inhibitor – Scp-1 phosphatase inhibitors, primary screen, biochemical, colorimetric, uHTS; Carboxy-terminal domain RNA polymerase II polypeptide A small phosphatase 1 (Homo …; inhibition, % at 20 µM; Recombinant Scp1, phosphopeptide, malachite green phosphate absorbance; 0.88% of 340,000 active;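 active = inhibition above about 50% at 20 µM, limit read from the data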;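 also: plate controls were DMSO wells with enzyme for no effect and wells lacking enzyme for full effect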
Target sequence (Q9GZU7 76-261 limits assumed): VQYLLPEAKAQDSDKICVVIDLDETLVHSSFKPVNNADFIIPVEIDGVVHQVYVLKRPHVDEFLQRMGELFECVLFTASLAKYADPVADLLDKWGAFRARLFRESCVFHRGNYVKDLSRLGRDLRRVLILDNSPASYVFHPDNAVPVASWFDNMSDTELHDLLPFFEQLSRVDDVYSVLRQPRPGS
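Test system: SCP-1 phosphatase catalytic domain, residues 76-261; measured by: colorimetric phosphate reagent with accelerator and stabiliser, absorbance at 630 nm; timing: enzyme reaction 45 min at room temperature, colour 5 min, stabilisation 30 min; also added: Phosphorylated 17-residue peptide substrate; compound dosing: one concentration, 20 µM, with 1.0% DMSO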
Neddyl block – inhibitors of cullin neddylation, primary screen, biochemical, TR-FRET, uHTS, NAE and Ubc12. NEDD8-conjugating enzyme Ubc12 (Homo sapiens) + NEDD8-activating enzyme E1 regulatory …. calls only at 25 µM. 0.58% of 360,000 active. AID 651699, 2012; in the data active = inhibition above about 36%
Target sequence (P61081 whole entry, looked up): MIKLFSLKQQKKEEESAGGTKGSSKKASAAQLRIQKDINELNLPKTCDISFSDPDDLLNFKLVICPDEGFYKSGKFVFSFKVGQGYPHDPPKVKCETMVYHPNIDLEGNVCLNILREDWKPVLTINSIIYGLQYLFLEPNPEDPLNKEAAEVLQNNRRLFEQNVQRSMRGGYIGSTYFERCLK
Target sequence (Q13564 whole entry, looked up): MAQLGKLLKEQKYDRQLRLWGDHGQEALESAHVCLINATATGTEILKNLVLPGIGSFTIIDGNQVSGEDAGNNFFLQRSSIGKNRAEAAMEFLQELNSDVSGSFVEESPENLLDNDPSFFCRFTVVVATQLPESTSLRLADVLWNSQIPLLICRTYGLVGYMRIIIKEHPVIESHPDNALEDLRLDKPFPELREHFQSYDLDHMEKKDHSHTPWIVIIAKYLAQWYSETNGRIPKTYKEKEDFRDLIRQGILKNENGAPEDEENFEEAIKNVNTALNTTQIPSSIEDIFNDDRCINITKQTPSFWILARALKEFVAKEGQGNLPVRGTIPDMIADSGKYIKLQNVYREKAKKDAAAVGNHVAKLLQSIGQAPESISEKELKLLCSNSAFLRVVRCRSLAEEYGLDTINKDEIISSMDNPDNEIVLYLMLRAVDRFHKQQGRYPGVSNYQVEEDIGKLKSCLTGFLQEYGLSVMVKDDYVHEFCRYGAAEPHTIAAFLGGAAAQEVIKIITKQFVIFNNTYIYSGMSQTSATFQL
The depositor's hits bear a star; i = inactive; . = not tested or not shown.

SMILES	NadD block	DNMT1 inh	SKN-1 block	STEP inh	TbMetRS inhib	CendR NRP1 mod	LMPTP block	SUMO1 PPI mod	Scp-1 inhibitor	Neddyl block
CC(C)=C1C2CCC1C(C(=O)Nc1cc(C)cc(C)c1)C2C(=O)O (stereo unspecified)	-2	4	-12	5	-0.9	1	-0.4	-1	1	i
C=CCNC(=O)c1ccc2c(=O)n(CCCN3CCCC3=O)c(=S)[nH]c2c1	-7	-2	-1	-3	-0.5	-13	-0.9	0	-2	i
C=CCOc1ccc(C2=NOC(C(=O)Nc3ccc4c(c3)OCCO4)C2)cc1 (stereo unspecified)	-8	-3	2	-1	-0.4	4	2.3	0	-19	i
COc1ccc(-n2c(Cn3c(=O)sc4ccccc43)nnc2SC)cc1	2	0	6	2	0.0	0	0.3	0	0	i
C#CCNC(=O)C1=C[C@H](C)[C@@H](CCCO)[C@H](OCC)O1	-2	5	5	0	-0.1	-9	-0.2	-3	-6	i
C=CCn1c(N)cc(=O)nc1SCC(=O)Nc1ccc(C)cc1	3	0	11	-3	0.3	-1	-0.9	-5	-6	i
S=c1[nH]nc(C2CCCCC2)n1/N=C/c1ccccn1	-2	1	35	-2	-0.5	-4	-1.0	-2	-3	i
CCCc1nc2c3ccccc3ccn2c1Cc1ccccc1	4	-5	5	1	-1.2	-9	3.4	4	.	i
O=C(CNC(=O)c1ccccc1F)NCc1ccccn1	5	4	5	-2	-0.1	-6	-2.6	6	-6	i
C=CCN1C(=O)c2ccc(C(=O)N(CC(C)C)c3c(N)n(CCCC)c(=O)[nH]c3=O)cc2C1=O	0	1	19	1	-0.2	-4	0.0	-18	-7	i
COc1cccc(N2CN(CCc3ccccc3)CNC2=S)c1	-3	-3	2	1	-0.4	1	3.6	5	-1	i
CN(c1ccccc1)c1nc(-n2ccnc2)nc(-n2ccnc2)n1	-3	4	-9	4	0.8	-1	-0.5	1	-10	i
CCC(C)Sc1ccc([C@H]2N[C@@](C)(C(=O)OC)[C@H]3C(=O)N(C)C(=O)[C@@H]23)cc1OC (stereo partly specified)	0	3	5	-3	0.0	-1	-2.8	4	0	i
COc1ccc(-n2c(C)cc(/C=C3\SC(=O)NC3=O)c2C)cc1	5	-2	5	0	-0.7	-2	-2.1	5	-9	i
C/C(=N/NC(=O)CN(c1ccccc1)S(=O)(=O)c1ccccc1)c1ccccc1O	2	-10	-10	1	-0.2	12	1.9	6	-3	i
CCC(=O)c1cc(F)c(N2CCN(C(=O)Cc3ccccc3)CC2)cc1C	9	1	-11	-2	-1.5	0	-0.3	-4	-7	i
O=C(CCCC(=O)OCC(=O)c1ccc(Cl)cc1)NC1CCCCC1	7	-1	-1	0	-0.2	3	0.9	0	-7	i
Cc1nn(C)c(Oc2cccc(Cl)c2)c1C(=O)Nc1ccc(F)cc1	7	-4	-4	-1	-1.0	-7	0.2	5	-1	i
CC(=O)NS(=O)(=O)c1ccc(NC(=O)COc2ccc(C(=O)c3ccccc3)cc2)cc1	3	-2	10	-2	0.8	10	-1.0	12	-16	i
CN(CCOc1ccccc1)C(=O)c1cc(S(=O)(=O)N2CCCCC2)ccc1Cl	-5	3	-1	3	0.1	-8	0.7	2	-9	i
COc1ccc(/C=C2/Sc3ccc(C(=O)NCCN4CCCCCC4)cc3NC2=O)cc1	56*	40	-5	4	-0.7	-10	1.5	-6	2	i
CCN(C#N)c1nc(N(C)C)nc(N(C)C)n1	12	19	-17	-4	-0.5	-4	-0.3	-3	-8	i
Cc1cccn2c(=O)c3cc(C#N)c(=NC(=O)c4cccs4)n(CC(C)C)c3nc12	14	3	-5	-2	-0.6	-21	-0.3	-15	-10	.
O=C(CN1CCN(c2cccc(Cl)c2)CC1)NC1CCCc2ccccc21 (stereo unspecified)	1	1	21	2	-0.3	9	2.6	2	-1	i
Cc1noc(C)c1CCC(=O)Nc1cc(Cl)ccc1C(=O)O	-1	-3	-11	-3	0.2	-4	0.2	6	.	i
COc1ccc(CNC(=O)Cc2c(C(=O)O)[nH]c3ccccc23)c(OC)c1	-3	1	35	1	-0.1	7	-0.3	3	-3	i
CN(CC(=O)Nc1ccc(F)cc1)C(=O)CN1C(=O)c2ccccc2C1=O	-4	1	6	0	-0.2	11	-1.4	-1	0	i
CN(C)CCNC(=O)Cn1c(=O)c2cccn2c2ccc(F)cc21	-3	5	-8	3	-0.6	-1	-1.4	5	-7	i
O=C(Nc1nnc(SCc2ccc(Cl)cc2)s1)C1CC(=O)N(Cc2ccccc2)C1 (stereo unspecified)	-3	-5	-7	-2	-0.8	-8	0.7	1	2	i
COc1cn(-c2ccccc2)nc1C(=O)NCc1ccc(C)cc1	-10	-1	-2	-2	0.1	10	-0.9	8	-15	i
COc1cccc(NC(=S)N(Cc2ccccn2)Cc2ccccc2Cl)c1	-6	-1	-4	1	-0.4	-1	0.6	1	-2	i
CN1C(=O)/C(=N\OC(=O)c2ccccc2Cl)c2ccccc21	0	5	0	1	-0.2	-1	-0.7	-7	9	i
Cc1cc2nc(-c3ccccc3)c(CC3CCCCC3)n2c(C)c1Br	5	.	2	.	-0.4	4	1.4	-3	.	i
C=C[C@]1(C)C[C@H]1[C@H](NP(=O)(c1ccccc1)c1ccccc1)c1ccccc1	-1	-1	-5	2	-0.8	6	-2.0	8	-3	i
CCCC(=O)Nc1cc(C(=O)N(C)CC(OC)OC)ccc1S(=O)(=O)c1ccc(C)cc1	-2	1	-5	-1	-0.6	-13	-0.9	-3	-10	i
O=C(NCc1ccco1)/C(=C\c1cccnc1)NC(=O)c1ccccc1F	-1	0	4	-3	-0.5	-2	-1.7	2	3	i

Exported as a markdown table: entries from further up.
| SMILES | NadD block | DNMT1 inh | SKN-1 block | STEP inh | TbMetRS inhib | CendR NRP1 mod | LMPTP block | SUMO1 PPI mod | Scp-1 inhibitor | Neddyl block |
| --- | --- | --- | --- | --- | --- | --- | --- | --- | --- | --- |
| C=C[C@]1(C)C[C@H]1[C@H](NP(=O)(c1ccccc1)c1ccccc1)c1ccccc1 | -1 | -1 | -5 | 2 | -0.8 | 6 | -2.0 | 8 | -3 | i |
| CCCC(=O)Nc1cc(C(=O)N(C)CC(OC)OC)ccc1S(=O)(=O)c1ccc(C)cc1 | -2 | 1 | -5 | -1 | -0.6 | -13 | -0.9 | -3 | -10 | i |
| O=C(NCc1ccco1)/C(=C\c1cccnc1)NC(=O)c1ccccc1F | -1 | 0 | 4 | -3 | -0.5 | -2 | -1.7 | 2 | 3 | i |

Additional entries.
SMILES	NadD block	DNMT1 inh	SKN-1 block	STEP inh	TbMetRS inhib	CendR NRP1 mod	LMPTP block	SUMO1 PPI mod	Scp-1 inhibitor	Neddyl block
COc1cc(CN(C(=O)c2cc3ccccc3oc2=O)C2CCS(=O)(=O)C2)cc(OC)c1OC (stereo unspecified)	1	-1	9	0	0.3	8	0.3	3	-9	i
Cc1nn(CCCC(=O)Nc2ccc(Br)cc2F)c(C)c1[N+](=O)[O-]	-3	1	-7	0	-0.8	8	-1.4	1	-10	i
CC(C)n1nnnc1SCC(=O)c1ccc2c(c1)OCCO2	0	4	7	3	0.1	-5	-1.3	2	-5	i
CCn1c(=O)c(=O)[nH]c2cc(C(=O)NC3CCCc4ccccc43)ccc21 (stereo unspecified)	8	-5	2	-7	-1.4	-12	-1.7	2	2	i
O=C(CN1CCOCC1)Nc1ccccc1C(=O)Nc1ccccc1	1	0	-4	0	0.0	1	-2.0	-5	-5	i
CON1C(=O)C(=O)N(OC)C(C)(C)C1C (stereo unspecified)	-3	1	7	1	-0.3	11	-1.9	-3	-4	i
COc1ccc(S(=O)(=O)N2CCCCCC2)cc1C(=O)N1CCCCC1	1	-8	15	2	-0.5	13	-0.3	-1	-7	i
COCCCNC(=O)c1cccc2c(-c3ccc(O)c(OC)c3)coc12	0	-2	20	-2	-0.1	-9	-1.2	1	.	i
COc1cccc(NC(=O)COC(=O)c2cc(=O)c3ccccc3o2)c1	-4	-11	-10	0	-0.6	0	0.4	-4	16	i
CC(=O)c1c(C)[nH]c(C(=O)Nc2cc(S(=O)(=O)N(C)C)ccc2C)c1C	7	3	2	1	-0.8	-3	-0.7	1	-5	i
CC1CCCCC1NC(=O)COC(=O)c1ccc2ncsc2c1 (stereo unspecified)	-3	2	9	-2	0.4	-4	-2.9	3	-6	i
CNC(=O)c1cc(OCC(F)(F)F)ccc1OCC(F)(F)F	-7	1	-5	-4	0.5	6	-1.2	12	1	i
N#C/C(=C\c1ccc2c(c1)OCCO2)C(=O)Nc1nccs1	9	-1	4	1	0.3	2	4.0	-11	-5	i
Cc1c(CCC(=O)O)c(=O)oc2cc(OCc3ccccc3F)ccc12	-4	0	1	2	-1.1	3	0.8	4	-6	.
Cc1ccc(CNC(=O)C2CCC(=O)N(Cc3ccccc3F)C2)s1 (stereo unspecified)	-5	2	-11	-3	-0.2	-9	-0.9	-1	8	i
CNC(=S)N1CCN(C(c2ccccc2)c2ccccc2)CC1	-1	2	-17	2	-0.6	-6	0.3	2	-1	i
C/C(=N\NC(=O)COc1ccc(C(C)(C)C)cc1)c1ccccc1	-1	0	6	3	0.4	15	4.3	-6	-9	i
CCC(NC(=O)C1CCCC1)c1ccccc1 (stereo unspecified)	-7	-3	19	-1	-0.1	-8	-1.7	0	7	i
Cc1cccc(C)c1NC(=O)C1(N(Cc2ccco2)C(=O)Cn2nnnc2N)CCCCC1	2	3	-5	-3	-0.8	5	-2.8	-3	-7	i
CC(C)c1ccc(C(=O)N2CCCCC2c2cc(C(=O)Nc3ccncc3)no2)cc1 (stereo unspecified)	1	-4	0	-2	-0.2	-16	-0.4	3	.	i
COc1cccc(/C=N/N2CCN(Cc3ccccc3)CC2)c1O	-4	-8	-8	-1	-0.1	7	-0.6	-6	-4	i
O=C(Nc1ccc(Cl)cc1)c1csc([C@@H]2O[C@H](CO)[C@@H](O)[C@H]2O)n1	0	2	10	-3	-0.2	-2	0.4	5	.	i
O=C(NCc1cc2ccccc2[nH]1)c1ccccc1F	-2	-5	-1	-5	-1.0	-65	-1.0	-5	7	i

Compounds were not picked by outcome, and some 4.6% of all compounds hit somewhere here.
